TDP1 inh – blocks human tyrosyl-DNA phosphodiesterase 1; Q9NUW8; recombinant TDP1, AlphaScreen DNA substrate cleavage; Potency, µM (series often up to 130 µM), inactives show at the highest dose activity change, negative = inhibition, actives largely listed as inhibitors; actives 0.28% (n = 350,000); further: nearly all actives have a fitted effect of over 40% in size
Target sequence (Q9NUW8 whole entry, looked up): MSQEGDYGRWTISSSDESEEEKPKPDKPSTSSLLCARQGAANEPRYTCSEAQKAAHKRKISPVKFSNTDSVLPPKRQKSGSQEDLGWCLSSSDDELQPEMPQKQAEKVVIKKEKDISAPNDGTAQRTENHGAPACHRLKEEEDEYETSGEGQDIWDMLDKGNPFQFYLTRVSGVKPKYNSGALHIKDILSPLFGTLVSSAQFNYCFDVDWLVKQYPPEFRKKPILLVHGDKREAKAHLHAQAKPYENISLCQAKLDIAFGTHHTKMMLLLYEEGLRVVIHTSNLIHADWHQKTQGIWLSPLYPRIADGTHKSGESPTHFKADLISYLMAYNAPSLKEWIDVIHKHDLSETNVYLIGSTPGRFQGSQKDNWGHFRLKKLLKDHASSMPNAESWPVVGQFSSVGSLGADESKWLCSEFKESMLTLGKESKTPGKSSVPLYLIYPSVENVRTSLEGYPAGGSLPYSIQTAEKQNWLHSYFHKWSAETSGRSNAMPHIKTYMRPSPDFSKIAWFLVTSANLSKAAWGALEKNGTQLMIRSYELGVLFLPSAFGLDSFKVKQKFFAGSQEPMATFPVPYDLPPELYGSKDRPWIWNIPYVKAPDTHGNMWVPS
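Tdp1 1 nM final; 15 min RT w/ cpd; substrate 15 nM, 5 min; beads 10 ug/ml, 10 min; AlphaScreen read. Neg ctrl: no enzyme.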
FEN1 inh – blocks human flap endonuclease 1 | actives 0.35% (n = 390,000) | AID 588795 | Recombinant FEN1 flap cleavage, fluorescence, 15 min | P39748 | Potency, µM (highest dose often 114 µM), without a hit: at the highest dose activity change, negative = inhibition, actives largely listed as inhibitors; further: nearly all actives have a fitted effect of over 65% in size
Target sequence (P39748 whole entry, looked up): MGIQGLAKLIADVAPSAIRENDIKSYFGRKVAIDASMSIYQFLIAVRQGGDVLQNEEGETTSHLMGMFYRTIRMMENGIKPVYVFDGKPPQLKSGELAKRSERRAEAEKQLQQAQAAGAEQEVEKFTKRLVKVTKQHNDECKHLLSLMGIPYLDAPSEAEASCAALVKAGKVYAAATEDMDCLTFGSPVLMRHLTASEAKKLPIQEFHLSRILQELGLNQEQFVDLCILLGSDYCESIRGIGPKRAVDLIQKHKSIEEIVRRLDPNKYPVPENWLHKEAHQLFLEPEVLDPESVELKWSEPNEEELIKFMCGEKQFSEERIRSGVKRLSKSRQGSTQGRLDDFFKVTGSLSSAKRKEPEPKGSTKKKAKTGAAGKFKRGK
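With each library titrated from low to high concentration, compounds met 10 nM FEN1 for 15 min at room temperature before 50 nM substrate was added; readings at 0 and 15 min fed four-parameter Hill curve fits.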
N370S GC – inhibits or activates N370S mutant glucocerebrosidase. P04062. N370S GC spleen homogenate, 4MU-glucoside fluorescence. Potency, µM (highest dose often 59.4 µM), for inactives: at the highest dose activity change, negative = inhibition, actives largely listed as inhibitors. actives 0.092% (n = 330,000);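 further: 0% = full enzyme activity and -100% = no enzyme basal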
* marks the source's active call; other numbers are inactive results; ? = inconclusive; nt = no result given; & = joins results of further samples; [ ] = dose if it differs, or a comment. The call rests on the fitted dose curve; in most records, active means well fitted curve in the direction sought with a large enough effect; inconclusive means small, poorly fitted or top-dose-only effect, or another doubt; inactive means no such curve, though single readings can be large; an effect the other way counts as inactive or inconclusive. Unless noted, on the % scale 0 is the no-effect control and ±100 the full control effect; potency means the concentration at half of the fitted maximal effect.

[1] Cc1cc2ccccc2n1CCNC(=O)C1CC1
[2] C/C(=N\NC(=O)c1sccc1-n1cccc1)c1cccs1
[3] COCC(=O)Nc1cc(C(=O)NCCc2ccccc2)ccc1Cl
[4] COC(=O)c1c(-c2ccc(OC)cc2)oc2ccccc12
[5] CCCCN(CC)CCCNC(=O)c1ccc2c(c1)N(CC)C(=O)c1ccccc1S2(=O)=O
[6] Cc1noc(C)c1CSCC(=O)Nc1ccccc1N1CCCCC1
[7] Cc1nn(CC(=O)Nc2ccc3c(c2)nc(CN2CCCC2)n3C)c(=O)c2ccccc12
[8] CC1CC2=C(NC(=S)NC2c2ccccc2F)/C(=C/c2ccccc2F)C1 (stereo not given)
entry no.,1,2,3,4,5,6,7,8
TDP1 inh,nt,1%,-3%,nt,nt,-1%,5%,3%
FEN1 inh,-9%,-4%,-5%,6%,-2%,nt,?,-9%
N370S GC,-3%,2%,-13%,6%,9%,16%,4%,7%

[9] Nc1nc(SCC(=O)Nc2ccc(F)cc2)[nH]c(=O)c1NC(=O)c1ccc(F)c(F)c1
[10] O=C(C1CC1)N1CCN(S(=O)(=O)c2ccc3c(c2)OCCO3)CC1
[11] N=C1C(=O)OCC1c1ccccc1NC(=O)CN1CCCCC1 (stereo not given)
[12] CCOC(=O)c1sc2ncn(/N=C/c3cccnc3)c(=O)c2c1C
[13] Cc1ccc(-c2c[n+](CC(=O)N3c4ccccc4Sc4ccccc43)c3n2CCC3)cc1
[14] O=C(COc1nc2ccccc2nc1N1CCOCC1)Nc1cccc(S(=O)(=O)N2CCCCC2)c1
[15] O=C1CC(NNc2nc3ccccc3s2)C(=O)N1c1ccccc1 (stereo not given)
[16] Cc1cccc(C)c1NC(=O)Cn1cc(C(=O)C2CC2)c2ccccc21
entry no.,9,10,11,12,13,14,15,16
TDP1 inh,3%,1%,0%,7%,5%,5%,8%,-2%
FEN1 inh,3%,-6%,-4%,-5%,-3%,5%,8%,-18%
N370S GC,0%,-8%,-2%,-13%,-28%,-22%,2%,nt

[17] COc1ccc(CCNc2cc(C)[nH]c(=O)c2)cc1OC
[18] CC(C)(C)n1nc2c(c1NC(=O)c1ccccc1S(=O)(=O)C(F)F)CS(=O)(=O)C2
[19] COc1ccc(CCNC(=O)c2n[nH]c3ccccc23)cc1
[20] Cc1ccc(S(=O)(=O)Nc2ccccc2C(=O)Nc2sccc2C(=O)NN(C)C)cc1
[21] Cc1nn(S(=O)(=O)c2cccc([N+](=O)[O-])c2)c(C)c1Br
[22] Cc1ccc(-n2c(=O)c3c(cnn3C)n(CC(=O)Nc3cc(C)ccc3C)c2=O)cc1
[23] COC(=O)CCCC1=CC2=C(c3ccccc3)C(=O)C(C)(OC(=O)C3CCCC3)C(=O)C2=CN1C1CC1 (stereo not given)
[24] COc1cccc(C(=O)N(CN2CCCC2=O)c2cc(C)on2)c1
entry no.,17,18,19,20,21,22,23,24
TDP1 inh,nt,-18%,1%,7%,5%,-3%,12%[12.3 µM],5%
FEN1 inh,-3%,-10%,15%,16%,1%,1%,-3%,-1%
N370S GC,2%,-9%,-10%,0%,-2%,nt,5%[12.8 µM],-14%

Single records (already shown). Screens in order: TDP1 inh	FEN1 inh	N370S GC
Record of Cc1ccc(S(=O)(=O)Nc2ccccc2C(=O)Nc2sccc2C(=O)NN(C)C)cc1 : 7%	16%	0%
Record of Cc1ccc(-n2c(=O)c3c(cnn3C)n(CC(=O)Nc3cc(C)ccc3C)c2=O)cc1 : -3%	1%	nt

(list continues)
[25] CNC(=S)NNC(=O)c1cn(C)nc1C
[26] O=C(CSc1nnc(CN2CCCCC2)n1-c1ccccc1)c1ccc2c(c1)OCO2
[27] O=C(Nc1nccs1)C1CC=CC2CCN(Cc3ccc(Cl)c(Cl)c3)C(=O)C21 (stereo not given)
[28] S=C(Nc1ccccc1)N1N=CCC1c1ccccc1 (stereo not given)
[29] COc1ccc(NC(=O)CC2C(=O)N(c3cccc(OC)c3)C(=O)N2Cc2cccnc2)cc1 (stereo not given)
[30] Cc1nnc(Sc2cc(NCCO)c([N+](=O)[O-])c3nonc23)s1
[31] COc1cc(OC)cc(C(=O)Nc2ccc(-c3nc4cc(C(C)C)ccc4o3)cc2)c1
[32] Cc1ccc(CCNC(=O)c2cn(C)c3ccc(S(=O)(=O)N(C)C4CCCCC4)cc3c2=O)cc1
entry no.,25,26,27,28,29,30,31,32
TDP1 inh,0%,5%,6%,-2%,8%,2%,2%[2.28 µM],2%
FEN1 inh,41%[activator],0%,-8%,-13%,6%,40µM*,?,-3%
N370S GC,-8%,0%,2%,9%,nt,-16%,nt,nt

[33] CC[C@@H](c1ccccc1)n1c(=O)n2n(c1=O)[C@H]1[C@H](O)[C@H]3O[C@@H]3/C(=N/OCc3ccccc3)[C@@H]1CC2
[34] CC1(C)CC(=O)CC(C)(C)N1OC(=O)c1ccncc1
[35] CCc1ccc(C(=O)NNc2cc(Cl)cc(Cl)c2)cc1
[36] COc1ccc(OCC(=O)Nc2ccccc2OC)cc1
[37] CC1(C)CC(=O)C2=C(C1)Nc1ccccc1N1C(=O)c3ccccc3C21 (stereo not given)
[38] CCOCC(O)CNC(=O)c1ccc2nc(Cc3ccc(OC)c(OC)c3)oc2c1 (stereo not given)
[39] CC1CCC(NC(=O)Cn2c(=O)[nH]c3ccsc3c2=O)CC1 (stereo not given)
[40] CCCOc1ccc(/C(CC)=N/NC(=O)C2(C)CC2(Br)Br)cc1 (stereo not given)
entry no.,33,34,35,36,37,38,39,40
TDP1 inh,6%[21 µM],2%,8%,4%,-5%,2%,2%,3%
FEN1 inh,nt,-2%,-6%,-2%,9%,18%,-4%,-7%
N370S GC,-6%[12.8 µM],1%,23%,2%,11%,4%,5%,-8%

[41] Cc1ccccc1N(CC(=O)NCCSc1ccccn1)S(=O)(=O)c1ccccc1
[42] Cc1ccc(N2C(N)=C(C#N)C(c3cccnc3)C3=C2CCCC3=O)cc1 (stereo not given)
[43] COP(=O)(/C=C/c1ccccc1)C(O)c1ccc(F)cc1 (stereo not given)
[44] NC(=O)CC(NC(=O)c1ccc(Br)cc1)c1ccc(NCc2ccc(F)cc2)c([N+](=O)[O-])c1 (stereo not given)
[45] CCCc1cc(=O)oc2cc(C)c3c(C(C)(C)C)coc3c12
[46] O=C(NNC(=O)C1CCCCC1)c1cnccn1
[47] COc1ccccc1CCC(=O)N(Cc1ccccc1)c1c(N)n(Cc2ccccc2)c(=O)[nH]c1=O
[48] CCSc1nnc2n(N)c(=O)c3ccccc3n12
entry no.,41,42,43,44,45,46,47,48
TDP1 inh,6%,1%,7%,1%,1%,6%,2%,-2%
FEN1 inh,0%,-10%,0%,4%,17%,-14%,-10%,nt
N370S GC,-13%,19%,1%,-7%,nt,1%,2%,3%

[49] Cc1c(C(=O)NCC2COc3ccccc3O2)oc2ccc(S(=O)(=O)N3CC(C)CC(C)C3)cc12 (stereo not given)
[50] CNS(=O)(=O)c1cc(-c2nnc(Nc3ccc(CC(N)=O)cc3)c3ccccc23)ccc1C
[51] O=C(NCCCN1CCOCC1)C(=O)NCC1CCCO1 (stereo not given)
[52] Oc1ccc(C=Nc2cccc3ncccc23)c(O)c1
[53] CCOc1cccc2sc(N3CCN(C(=O)c4ccco4)CC3)nc12
[54] O=C(Cn1c(=O)cnc2ccccc21)NCC(=O)Nc1ccc(F)c(F)c1
[55] CCOC(=O)c1cc(-c2ccccc2)sc1NC(=O)C(C)(C)C
[56] COc1ccccc1NC(=O)CSc1nc(=O)n(CCN2CCOCC2)c2c1CCC2
entry no.,49,50,51,52,53,54,55,56
TDP1 inh,3%,nt,1%,7%,3%,nt,2%,nt
FEN1 inh,-22%,-18%,-1%,-5%,18%,10%,7%,5%
N370S GC,-13%,-15%,4%,0%,nt,-1%,?,-4%

[57] CC(=O)Nc1cccc(C(=O)N/N=C/c2cccnc2)c1
[58] O=C(c1cnn2ccccc12)N1CCc2ccccc21
[59] CN(C(=O)COC(=O)c1cc(-c2ccc(Cl)s2)nc2ccccc12)C1CCS(=O)(=O)C1 (stereo not given)
[60] CC(COC(=O)c1ccccc1)(COC(=O)c1ccccc1)/[N+]([O-])=C/c1ccccc1
[61] O=C(CN1C(=O)N/C(=C\c2ccccc2OCc2ccc(C(=O)O)cc2)C1=O)Nc1ccccc1F
[62] Cc1cc(Nc2ccccc2C(=O)O)nc2nc3ccccc3c(=O)n12
[63] COCCNC(=O)CN1CCOc2ccccc21
[64] O=c1ccc(-c2ccc(S(=O)(=O)Nc3cccc(F)c3)o2)n[nH]1
entry no.,57,58,59,60,61,62,63,64
TDP1 inh,1%,4%,-4%,2%,1%[0.0935 µM],4%,-2%,5%
FEN1 inh,4%,-12%,-17%,10%,?,-5%,-20%,0%
N370S GC,-13%,-10%,1%,28%,-1%,13%,-4%,-7%

[65] COc1ccc(C2c3c(oc4c(C)cc(C)cc4c3=O)C(=O)N2Cc2cccnc2)cc1OC (stereo not given)
[66] COc1ccc(-c2ccc(SCC(=O)Nc3cccc(C(C)=O)c3)nn2)cc1OC
[67] CSc1cccc(NS(=O)(=O)c2ccc3c(c2)oc(=O)n3C)c1
[68] CCc1cccc(C)c1NC(=O)Cn1cc2c(n1)CCCC2
[69] COc1ccc(-n2nnc3c(SCC(=O)Nc4ccc5c(c4)OCCO5)ncnc32)cc1
[70] COC(=O)c1cc2sccc2n1Cc1nc(-c2cccc(Cl)c2)oc1C
[71] O=C(NCc1ccco1)C12CC3CC(C1)CC(C(=O)NCc1ccco1)(C3)C2
[72] CCOC(=O)C1=C(N)OC2=C(C(=O)CCC2)C1c1cccnc1 (stereo not given)
entry no.,65,66,67,68,69,70,71,72
TDP1 inh,3%,1%,2%,5%,4%,-5%&3%,2%,4%
FEN1 inh,nt,-29%,1%,-4%,nt,3%&14%,-2%,0%
N370S GC,3%,-7%,2%,nt,20%,-25%,-7%,-17%

[73] COc1cc(-c2nc3ccccc3nc2-c2ccc(O)c(OC)c2)ccc1O
[74] COc1ccc(N2CCN(C(=O)[C@H](C)N3C(=O)C4CC=CCC4C3=O)CC2)cc1 (stereo not given in full)
[75] O=C(CCN1C(=O)/C(=C/c2cccs2)SC1=S)Nc1ccc(O)cc1
[76] CCN(c1ccccc1)S(=O)(=O)c1cccc(C(=O)NCC2(N(C)C)CCCCC2)c1
entry no.,73,74,75,76
TDP1 inh,nt,2%,9%,0%
FEN1 inh,-3%,-8%,-1%,-2%
N370S GC,-15%,nt,-8%,nt

Filtered by structure: the entries above with an aryl thioether with sulfur outside any ring (9)
[9] Nc1nc(SCC(=O)Nc2ccc(F)cc2)[nH]c(=O)c1NC(=O)c1ccc(F)c(F)c1
[26] O=C(CSc1nnc(CN2CCCCC2)n1-c1ccccc1)c1ccc2c(c1)OCO2
[30] Cc1nnc(Sc2cc(NCCO)c([N+](=O)[O-])c3nonc23)s1
[41] Cc1ccccc1N(CC(=O)NCCSc1ccccn1)S(=O)(=O)c1ccccc1
[48] CCSc1nnc2n(N)c(=O)c3ccccc3n12
[56] COc1ccccc1NC(=O)CSc1nc(=O)n(CCN2CCOCC2)c2c1CCC2
[66] COc1ccc(-c2ccc(SCC(=O)Nc3cccc(C(C)=O)c3)nn2)cc1OC
[67] CSc1cccc(NS(=O)(=O)c2ccc3c(c2)oc(=O)n3C)c1
[69] COc1ccc(-n2nnc3c(SCC(=O)Nc4ccc5c(c4)OCCO5)ncnc32)cc1
entry no.,9,26,30,41,48,56,66,67,69
TDP1 inh,3%,5%,2%,6%,-2%,nt,1%,2%,4%
FEN1 inh,3%,0%,40µM*,0%,nt,5%,-29%,1%,nt
N370S GC,0%,0%,-16%,-13%,3%,-4%,-7%,2%,20%
